Screens from PubChem BioAssay.
HTRA1 inhibitor = blocks human HTRA1 serine peptidase | 340,000 tested, 0.5% active | inhibition, % at 5.96 µM | Q92743 | AID 504803 | recombinant HTRA1, FP-rhodamine activity-based probe, fluorescence polarization; in the data active means inhibition above about 36%;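 further: 0% = enzyme with DMSO and 100% = wells lacking enzyme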
MBD2 inh = MBD2-methylated oligo binding inhibition; Q9UBB5; inhibition, % at 4.4 µM; TR-FRET, MBD2 binding to methylated oligonucleotide; 370,000 tested, 0.31% active; AID 686964; in the data active means inhibition above about 13%
PRMT1 FP inh = inhibitors of human PRMT1. 370,000 tested, 1.3% active. inhibition, % at 2.79 µM. AID 652257. recombinant PRMT1, activity-based probe fluorescence polarization;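 active means inhibition above about 21% made by adding two undisclosed values, limit read from the data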
rCAG RNA binder = binds r(CAG) RNA repeats; 370,000 tested, 1.3% active; inhibition, % at 3 µM; r(CAG) RNA repeat, TO-PRO-1 dye displacement fluorescence;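 active means inhibition above the plate cutoff, the mean of all test compounds on that plate plus 3 SD, cut at about 35% in these data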;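 further: 0% = DMSO alone and 100% = 100 µM mitoxantrone as full dye displacement; higher means more dye released from RNA so lower well fluorescence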
GC-B act = GC-B (human) receptor activation. HEK293-GC-B cells, CNP EC30, cGMP TR-FRET; 0% at EC30 CNP, 100% saturating CNP. activation, % at 10 µM. 370,000 tested, 0.11% active;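 active means activation at 10 µM reaching about 35% in either raw or pattern-adjusted values, limit read from the data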
Target sequence (P20594 whole entry, looked up): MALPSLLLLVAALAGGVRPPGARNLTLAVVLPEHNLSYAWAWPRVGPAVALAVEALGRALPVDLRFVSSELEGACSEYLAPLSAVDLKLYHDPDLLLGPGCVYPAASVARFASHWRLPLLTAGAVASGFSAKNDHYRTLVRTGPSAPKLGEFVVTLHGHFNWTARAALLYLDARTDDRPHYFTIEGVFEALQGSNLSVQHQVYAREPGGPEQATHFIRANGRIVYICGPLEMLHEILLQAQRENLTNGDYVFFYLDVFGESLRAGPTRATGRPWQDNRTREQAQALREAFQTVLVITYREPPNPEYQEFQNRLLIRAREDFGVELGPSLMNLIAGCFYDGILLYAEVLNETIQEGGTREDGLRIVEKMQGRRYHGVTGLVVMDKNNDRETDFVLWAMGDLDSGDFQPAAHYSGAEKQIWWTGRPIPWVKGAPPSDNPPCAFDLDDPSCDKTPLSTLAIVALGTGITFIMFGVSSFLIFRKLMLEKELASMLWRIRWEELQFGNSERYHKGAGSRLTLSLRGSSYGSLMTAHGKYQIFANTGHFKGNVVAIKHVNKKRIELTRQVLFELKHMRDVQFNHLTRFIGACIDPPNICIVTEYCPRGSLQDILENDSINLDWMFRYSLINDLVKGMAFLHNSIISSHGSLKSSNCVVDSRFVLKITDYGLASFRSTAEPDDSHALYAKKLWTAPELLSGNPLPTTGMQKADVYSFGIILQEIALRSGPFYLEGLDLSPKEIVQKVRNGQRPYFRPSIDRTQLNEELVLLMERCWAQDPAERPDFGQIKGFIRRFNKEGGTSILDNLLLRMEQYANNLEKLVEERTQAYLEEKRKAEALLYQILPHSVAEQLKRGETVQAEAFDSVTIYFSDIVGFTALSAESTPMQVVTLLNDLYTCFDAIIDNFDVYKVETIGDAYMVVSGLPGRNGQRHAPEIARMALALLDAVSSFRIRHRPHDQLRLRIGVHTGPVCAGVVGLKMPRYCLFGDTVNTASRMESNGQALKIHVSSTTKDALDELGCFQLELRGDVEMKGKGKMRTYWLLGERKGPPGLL
TCR CD3 inh = blocks the human TCR-CD3 interaction. TAMRA-labeled TCR probe fluorescence, biochemical. inhibition, % at 9.4 µM. 360,000 tested, 0.37% active; in the data active means inhibition above about 19%;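 further: recombinant mutant TCR 2C K166C tagged with TAMRA read by polarization; 0% = receptor in buffer alone and 100% = receptor with positive control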
mABHD4 FP = inhibits mouse alpha/beta hydrolase domain 4. Q8VD66. purified mABHD4, FP-Rh probe fluorescence polarization. inhibition, % at 8.92 µM. 370,000 tested, 0.54% active. AID 720543;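 active means inhibition exceeding the mean over every tested compound plus 3 SD, cut at about 30% in these data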;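 further: 0% = plate median of compound wells and 100% = S159A mutant with DMSO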
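assay system = mABHD4 protein | compound dosing = single nominal dose of 8.92 µM, 0.89% DMSO final | read-out basis = percent inhibition of probe binding, normalized to plate controls | schedule = Enzyme–compound pre-incubation 45 min, then probe 60 min, both 25 °C | detection = fluorescence polarization, excitation 525 nm, emission 598 nm, BODIPY TMR filters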
GC-A act = GC-A (human) enzyme activation | P16066 | HEK293 GC-A cells, cGMP TR-FRET, EC30 ANP; 0% at EC30 ANP, 100% saturating ANP | activation, % at 10 µM | 370,000 tested, 0.14% active; in the data active means activation above about 40%
UHRF1 binding = blocks human UHRF1 binding to methylated DNA; 370,000 tested, 0.75% active; AID 687016; UHRF1 binding to methylated oligo, TR-FRET; Q96T88; inhibition, % at 4.4 µM; in the data active means inhibition above about 21%;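 further: UHRF1 SRA domain binding a hemimethylated CpG hairpin DNA probe; 0% = median of test compound wells and 100% = reference inhibitor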
SIAE inh = inhibitors of human sialic acid acetylesterase SIAE; inhibition, % at 9.66 µM; SIAE FP-Rh probe binding, fluorescence polarization; 370,000 tested, 0.69% active;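 active means inhibition above a cutoff: mean of compounds within the control limits plus 3 SD of those, cut at about 17% in these data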;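 further: 0% = plate median of compound wells and 100% = probe without SIAE protein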
Active calls of the source: *; x = not tested or not shown. Not all compounds are listed. The share of hits here may be higher or lower than overall.

Molecule	HTRA1 inhibitor	MBD2 inh	PRMT1 FP inh	rCAG RNA binder	GC-B act	TCR CD3 inh	mABHD4 FP	GC-A act	UHRF1 binding	SIAE inh
Cc1cccnc1CCNC(=O)CC1C(=O)NCCN1CC1CCCCC1 (stereo not given)	-1	1	3	-6	3	-3	0	0	-1	3
COc1ccc(S(=O)(=O)C(C#N)c2nc3ccccc3nc2N2CCC(C)CC2)cc1 (stereo not given)	x	-11	-2	4	-4	8	-2	5	-4	4
NS(=O)(=O)c1ccc(NC(=O)COC(=O)c2cc3ccccc3oc2=O)cc1	7	1	-1	5	-5	-3	2	-4	-4	-1
O=C(c1cccs1)N(c1ccc(F)cc1)C1C=CS(=O)(=O)C1 (stereo not given)	4	1	-1	-2	4	-3	1	3	-1	3
COc1ccc(C)cc1NC(=O)CNc1ccc(C(C)=O)cc1	-2	0	0	4	4	3	1	1	-2	-6
CC(C)(C)OC(=O)N[C@@H](Cc1ccccc1)c1nnc(SCC(=O)O)o1	0	-1	-1	1	0	-3	-2	-6	0	6
Cc1cc(NC(=O)CCC(=O)N(CC(=O)NC2CCCC2)Cc2cccs2)no1	14	6	-1	-5	-2	3	0	-1	7	2
CC(=O)Nc1ccc(Nc2nc(C)nc3c2nnn3Cc2ccccc2Cl)cc1	-2	0	0	2	3	-1	5	-1	0	2
CCOc1ccccc1C1NC(=O)NC(C)=C1C(=O)OC1CCCC1C (stereo not given)	-3	3	-1	-3	-7	4	-1	-12	4	-2
CCn1ncc(Br)c1C(=O)Nc1ccccc1OC	0	-3	-5	-7	2	-6	-7	3	0	-1
CCOc1cc(/C=C2/N=C(c3ccc4c(c3)OCO4)OC2=O)ccc1OC(C)=O	5	3	-2	14	-1	-4	13	1	-2	-4
CCOC(=O)c1cc(S(=O)(=O)NCc2ccco2)cn1C	-2	0	-2	1	3	-1	-1	6	1	0
Cc1cc(C)nc(SCc2nnc(SCC(=O)OC3CCCCC3)o2)n1	2	-4	-1	-7	3	-1	1	3	-1	5
CN1CCCN(C(=O)c2ccc(Cl)cc2)CC1	6	2	-2	0	2	5	-4	0	-3	8
COc1ccc(/C=N/NC(=O)c2ccc(Cl)c(S(N)(=O)=O)c2)cc1OCC(N)=O	-2	0	0	3	4	6	-1	-2	0	-2
O=C(Nc1ccc(F)c(F)c1)c1ccc(F)c(S(=O)(=O)N2CCC3(CC2)OCCO3)c1	-15	-6	0	3	7	-2	-9	-5	-1	-13
C/C=C/c1ccc(OCC(O)CN2CCCCCCC2)c(OC)c1 (stereo not given)	3	0	0	-7	0	3	4	-3	1	3
C[n+]1cc(C(O)(c2ccccc2)c2ccccc2)n2ccccc21	x	4	0	x	1	x	-2	1	1	2
CCc1ccccc1NC(=O)NNC(=O)CCc1ccccc1	-6	8	3	-6	2	-5	-5	-1	1	-1
CCCc1cc(=O)oc2cc(OCC(=O)NCCCn3ccnc3)c(Cl)cc12	3	3	-3	-5	-3	8	6	-4	0	1
COc1cc(C(=O)N2CCSCC2)ccc1OC1CCN(C(C)=O)CC1	11	2	4	-5	-11	-2	-1	2	1	2
Cn1c(SCC(=O)Nc2nnc(-c3ccccc3)o2)nnc1C1CC1	-3	2	4	-2	-2	-7	6	-1	1	4
c1ccc(-c2ccccc2OCCN2CCCC2)cc1	1	3	6	-5	-8	2	9	-9	1	3
COc1ccc(CCC(=O)O)cc1OC	7	-1	0	2	-4	2	0	0	1	-6
CCCOC(=O)c1cc(NC(=O)/C=C/c2ccccc2)ccc1O	x	5	0	2	2	1	-32	-4	0	-30
CC(Oc1ccc2c(-c3ccccc3)cc(=O)oc2c1)C(=O)NC(Cc1c[nH]c2ccccc12)C(=O)O (stereo not given)	-7	-1	-2	43*	4	-4	-8	2	-2	3
CN(C)Cc1cc(C(C)(C)C)c(O)c(C(C)(C)C)c1	-3	6	1	-5	7	-3	4	4	0	5
O=C(O)Cc1ccc(NS(=O)(=O)c2ccc3ccccc3c2)cc1	2	-2	-1	4	-4	2	-4	0	-2	7
CCS(=O)(=O)NCC(c1cccnc1)N1CCN(c2ccccc2OC)CC1 (stereo not given)	0	-1	1	4	3	-4	8	1	1	6
COc1cc2[nH]c(=S)nc(NCc3cccnc3)c2cc1OC	1	-9	0	1	-4	2	0	-2	-2	-2
COc1cc(OC)c(NC(=O)CCNS(=O)(=O)c2ccc3c(c2)oc(=O)n3C)cc1Cl	-4	1	-4	0	6	4	-5	-4	2	-8
C=CC[n+]1c(-c2ccc(OC)cc2)csc1NNC(=O)Nc1ccccc1	-4	1	3	3	-5	-1	-9	0	-1	4
CCOc1ccc(C2=Nc3ccc(Br)cc3C(c3ccc(N4CCOCC4)cc3)=NN2)cc1	-8	4	1	12	-7	4	-3	3	-1	4
CCOC(=O)c1ccc(-n2c(O)c(/C=N/NC(=O)C3COc4ccccc4O3)c3ccccc3c2=O)cc1 (stereo not given)	4	-1	2	75*	-4	12	16	-2	2	6
COc1ccccc1Oc1c(C)oc2c(CN3CCOCC3)c(O)ccc2c1=O	8	-2	0	-2	-3	2	2	5	-2	0
COC(=O)[C@]12C[C@H](CC(=O)NCc3cccc4ccccc34)C(=O)N(Cc3ccc4c(c3)OCO4)C1=C[C@H](COCc1ccccc1)O[C@@H]2C	x	8	5	12	1	-8	-1	-1	-1	-8
COc1cc(C(C[N+](=O)[O-])c2c(N)n(C)c(=O)n(C)c2=O)ccc1O (stereo not given)	4	3	9	-1	-2	3	8	2	-2	1
CN(C)S(=O)(=O)c1cccc(NC(=O)c2cc(=O)[nH]c3ccccc23)c1	6	3	-1	3	-2	6	2	-2	-3	1
COCCNc1nc(-c2cc(C)c(C)cc2C)cs1	1	0	4	-5	-11	-6	4	-2	2	7
Cc1ccc(Cl)cc1N1CCN(S(=O)(=O)c2ccc3[nH]c(=O)c(=O)[nH]c3c2)CC1	-31	-2	2	12	3	-2	-30	0	2	-5
N/C(Cc1ccc([N+](=O)[O-])cc1)=N\OC(=O)c1ccccc1Br	0	-3	-1	-3	-2	1	-1	4	0	7
O=C1Nc2ccccc2/C1=N\N=C\C1=C(N2CCOCC2)C(=C\c2ccccc2)/CC1	30	-8	1	9	1	4	18	0	-6	10
COc1ccc(C2CC(C(F)(F)F)n3ncc(C(=O)Nc4c(C)n(C)n(-c5ccccc5)c4=O)c3N2)cc1 (stereo not given)	3	5	-3	-6	3	0	3	1	3	2
O=C(CCc1nc2ccccc2c(=O)[nH]1)Nc1ccc(Cl)c(Cl)c1	-35	3	-3	14	-18	7	-29	-8	-5	-23
COC(=O)N[C@@H]1C[C@H]2[C@@H]3CC[C@H]4C[C@@H](OC)CC[C@]4(C)[C@H]3CC[C@@]12C	-41	-3	-2	-7	-4	-3	-10	-2	-1	-1
C[C@@H](NC(=O)c1nc[nH]c1C(=O)N(C)Cc1ccccc1)c1ccccc1	-4	1	0	-6	4	1	-6	1	0	-3
Cc1ccc(-n2c(O)c(C=NCc3ccccn3)c3ccccc3c2=O)cc1	-10	0	2	4	10	6	-9	10	10	-3
CCCCNC(=O)c1ccc2c(OCC)n(CCCC)nc2c1	-4	-4	0	-6	-1	1	-1	1	-2	-3
COc1cccc(N2CCN(C(=O)COc3cc(=O)n(C)c4ccccc34)CC2)c1	x	4	1	-2	2	x	-6	-8	2	-4
Brc1ccc2ncnc(NCc3cccnc3)c2c1	5	3	-3	0	10	3	-9	-2	-4	-4

Next structures.
Molecule	HTRA1 inhibitor	MBD2 inh	PRMT1 FP inh	rCAG RNA binder	GC-B act	TCR CD3 inh	mABHD4 FP	GC-A act	UHRF1 binding	SIAE inh
Cc1ccc(N(CC(=O)NC2CCCCC2)C(=O)CCC(=O)Nc2nccs2)cc1	-2	0	5	1	1	3	-1	-3	2	6
COC(=O)c1cc(NC(=O)c2cc3ccccc3o2)cc(C(=O)OC)c1	2	-7	0	-1	5	7	6	9	-1	7
CCN1C[C@@H]2[C@@H]3C(=O)N(Cc4ccccc4)C(=O)[C@@H]3[C@](Cc3ccccc3)(C1=O)N2C(=O)c1ccc(C(F)(F)F)cc1	-5	-3	-2	-2	4	0	3	0	-1	0
Cc1ccc(C(=O)CSc2ccc(-c3ccccc3)nn2)cc1	-28	-2	1	0	-1	1	-17	-3	3	-4
COCCCNC(=O)C[C@@H]1C[C@@]2(C(=O)OC)CCCCC=C2N(Cc2ccccc2)C1=O	x	9	11	0	4	-4	-7	-1	8	-9
COCc1nnc(NC(=O)c2sc3ccccc3c2Cl)s1	-2	2	0	13	0	-3	1	2	1	7
Cc1cccc(-c2nnc3n2N=C(c2ccccc2)CS3)c1	-20	7	2	1	4	-6	-11	6	4	-5
CN(Cc1ccc(Cl)cc1)C(=O)c1[nH]c(C(F)(F)F)nc1-c1ccccc1	x	3	2	14	1	-2	-5	0	-1	-2
NS(=O)(=O)c1ccc(NC(=S)NC(=O)c2ccc(-c3ccccc3)cc2)cc1	-11	-5	-1	15	-2	-1	-7	-8	-2	0
O=C(Nc1cccc(F)c1)OC1CC2CC1[C@H]1CCCCN1[C@H]2Cc1ccccc1 (stereo not given in full)	x	1	3	7	-2	x	-8	-12	3	-4
FC(F)(F)c1ccccc1N/N=C/c1cccnc1	-7	-3	5	2	4	1	-1	3	4	0
C[C@H](NC(=O)[C@@H]1Cc2ccccc2CN1C(=O)OC(C)(C)C)C(=O)NCc1ccco1	3	-2	5	6	6	6	-1	1	1	-5
COc1ccc(C(CC(=O)O)NC(=O)c2sc3ccccc3c2Cl)cc1 (stereo not given)	8	-3	-4	15	0	2	-4	6	-5	-3
CCCC(=O)Nc1ccc(C2C(=O)c3ccccc3C2=O)cc1	0	2	2	15	-6	-9	-32	-2	2	-7
CC(C)=C1C2CCC1C1C(=O)N(c3ccc(C)c(C)c3)C(=O)C21 (stereo not given)	-3	-7	-2	-5	3	6	-4	4	0	1
CCS(=O)(=O)N1CCCC(C(=O)NCCc2ccc(OC)c(OC)c2)C1 (stereo not given)	1	-1	-2	0	4	2	2	-1	1	-3
CCOc1ccc(OCC)c(NC(=O)CSc2nnc(-c3cccnc3)o2)c1	1	4	5	-1	5	3	-8	-2	6	-3
Cn1c(=O)c2c(ncn2CC(=O)OCC(=O)Nc2ccc(F)cc2F)n(C)c1=O	7	7	1	2	-4	-4	-3	-4	2	6
O=C(Cn1cnc([N+](=O)[O-])n1)N/N=C/c1ccc2ccccc2c1	-1	-6	-2	5	-2	3	-5	-3	-5	1
CC1(Oc2cccc(Cl)c2)CCN(Cc2ccc(OC(F)(F)F)cc2)C1 (stereo not given)	x	2	-4	-1	0	2	9	5	-1	2
O=C(Nc1ccc2oc(Cc3ccc(Cl)cc3)nc2c1)c1cccnc1	-16	-1	-1	3	1	-4	-7	-2	0	-3

An excerpt of these results, with two lines to a compound.
Fields – HTRA1 inhibitor, MBD2 inh, PRMT1 FP inh, rCAG RNA binder, GC-B act, TCR CD3 inh, mABHD4 FP, GC-A act, UHRF1 binding, SIAE inh
Cc1ccc(N(CC(=O)NC2CCCCC2)C(=O)CCC(=O)Nc2nccs2)cc1
    -2, 0, 5, 1, 1, 3, -1, -3, 2, 6
COC(=O)c1cc(NC(=O)c2cc3ccccc3o2)cc(C(=O)OC)c1
    2, -7, 0, -1, 5, 7, 6, 9, -1, 7
